Assay outcomes from PubChem BioAssay.
OX1R antag-1: antagonists of human orexin 1 receptor. O43613. CHO/OX1R cells, Fluo-8 calcium fluorescence, orexin A. inhibition, % at 5 µM. actives 0.43% (n = 330,000). AID 434989;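 active means inhibition above its plate's threshold, mean inhibition of all tested compounds on the plate plus 3 SD, cut at about 37% in these data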;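 further: 0% = orexin A challenge wells and 100% = SB-334867-A antagonist wells; not every result past the cut was called active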
Target sequence (O43613 whole entry, looked up): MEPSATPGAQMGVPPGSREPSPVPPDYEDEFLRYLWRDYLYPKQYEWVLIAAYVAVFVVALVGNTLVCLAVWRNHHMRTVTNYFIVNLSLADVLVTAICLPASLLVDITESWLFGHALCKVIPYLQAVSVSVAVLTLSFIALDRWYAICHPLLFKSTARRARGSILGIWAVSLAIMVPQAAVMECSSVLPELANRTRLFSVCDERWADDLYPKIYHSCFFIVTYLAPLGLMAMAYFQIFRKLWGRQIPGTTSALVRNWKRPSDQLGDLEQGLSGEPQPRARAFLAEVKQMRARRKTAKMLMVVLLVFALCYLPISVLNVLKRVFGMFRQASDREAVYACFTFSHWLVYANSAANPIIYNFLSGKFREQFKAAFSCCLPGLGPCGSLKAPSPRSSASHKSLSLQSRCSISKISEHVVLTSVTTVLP
STK33 inh: human STK33 kinase inhibition. actives 0.073% (n = 320,000). inhibition, % at 10 µM. AID 2661. purified STK33, MBP phosphorylation, ADP-Glo luminescence. Q9BYT3;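 active means inhibition at or above 25%, using the most active replicate where run in duplicate; inactive means inhibition below 25%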
Target sequence (Q9BYT3 whole entry, looked up): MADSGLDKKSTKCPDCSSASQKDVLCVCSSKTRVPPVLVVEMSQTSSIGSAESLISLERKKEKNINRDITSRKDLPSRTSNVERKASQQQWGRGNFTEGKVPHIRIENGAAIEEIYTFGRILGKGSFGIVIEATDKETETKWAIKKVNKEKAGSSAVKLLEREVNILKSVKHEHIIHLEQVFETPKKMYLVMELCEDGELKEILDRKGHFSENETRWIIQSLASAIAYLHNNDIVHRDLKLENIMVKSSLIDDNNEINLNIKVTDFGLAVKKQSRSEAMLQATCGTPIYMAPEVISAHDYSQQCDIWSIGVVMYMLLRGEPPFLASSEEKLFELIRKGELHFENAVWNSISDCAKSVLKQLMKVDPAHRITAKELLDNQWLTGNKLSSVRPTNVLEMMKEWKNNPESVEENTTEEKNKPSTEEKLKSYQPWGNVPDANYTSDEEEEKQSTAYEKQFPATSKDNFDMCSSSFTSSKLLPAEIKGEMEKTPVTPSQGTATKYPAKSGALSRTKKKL
OX1R antag-2: antagonists of human orexin 1 receptor (OX1R); O43613; OX1R-expressing cells, FRET antagonist read-out; inhibition, % at 6.6 µM; actives 1.8% (n = 330,000); AID 485270; in the data active means inhibition mostly above about 38%, no sharp cut-off; inactive means mostly below about 40%;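 further: 0% = agonist challenge alone and 100% = reference antagonist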
The depositor's hits bear a star; / = no result given.

OX1R antag-1	STK33 inh	OX1R antag-2	SMILES
-7	-2.2	24	COc1ccc2oc(C(=O)OCC(=O)N3CC(C)OC(C)C3)c(C)c2c1 (configuration not stated)
-18	0.3	2	Cc1ccccc1Nc1nc(N)nc(CSc2nnc3sc4ccccc4n23)n1
4	-1.7	18	Cc1ccc(C)c(-n2nnnc2SCC(=O)c2c(N)n(C)c(=O)n(C)c2=O)c1
-6	0.1	6	O=C(CNc1ccccc1Cl)N/N=C1\CCCc2ccccc21
-2	60*	30	O=S(=O)(O)c1cccc(N=Nc2c(O)ccc3ccccc23)c1
-18	-0.5	5	CCN(CC)CCNC(=O)C1c2ccccc2C(=O)N(CCOC)C1c1ccc(F)cc1 (configuration not stated)
-9	1.3	22	CC(=NC1CC1)C1=C(O)c2ccccc2C1=O
31	/	16	Cc1ccc(Cl)cc1N1CCN(C(=O)c2ccc3c(c2)CCN3S(C)(=O)=O)CC1
-13	0.5	22	CCCOc1ccc(-c2cn3ccccc3n2)cc1[N+](=O)[O-]
1	-3.8	2	Cc1ccc(CNC(=O)CN(c2ccc(Cl)cc2)S(C)(=O)=O)cc1
-26	0.0	11	CN(C)CCCN(C(=O)COc1ccccc1)c1nc2c(F)cccc2s1
-2	0.2	43	O=C(CCc1ccccc1)Nc1ccc(S(=O)(=O)Nc2nccs2)cc1
-16	-1.4	16	CCn1cc(C(=O)Nc2ccc(C)cc2[N+](=O)[O-])c(C)n1
-20	1.6	19	Cc1ccc(S(=O)(=O)Nc2ccc(O)c(S(=O)(=O)c3ccc(C)cc3)c2)cc1
-17	-1.5	26	CCOc1ccc(CCNC(=O)COC(=O)c2ccccc2O)cc1OCC
-22	0.6	11	COc1cccc(CNC(=O)Cn2ccc3cc(S(=O)(=O)N4CCCCCC4)ccc32)c1OC
-18	0.8	11	Cc1cccc2cc(CN(CC3CCCO3)C(=O)c3ccco3)c3nnnn3c12 (configuration not stated)
-10	0.0	14	CNC(=O)COC(=O)c1cc(=O)[nH]c2ccccc12
-19	-1.7	29	CSc1ncc(Cl)c(C(=O)C(C#N)c2nc3c(C)cc(C)cc3c(=O)[nH]2)n1 (configuration not stated)
-35	-1.6	12	COc1ccc(C)cc1NC(=O)C(Sc1nnc(Nc2cc(C)ccc2OC)s1)c1ccccc1 (configuration not stated)
-19	-0.6	18	CCOc1ccc(S(=O)(=O)N2CCC(C(=O)N3CCCC3)CC2)cc1C
-8	-1.3	20	O=C(NNC1OC(CO)C(O)C(O)C1O)c1cccnc1 (configuration not stated)
-17	1.1	16	O=S(=O)(c1ccc(Cl)cc1)c1snnc1-c1ccccc1
-5	0.1	2	Cc1nc(CNC(=O)c2cc(COc3c(F)cccc3F)on2)cs1
10	-0.8	6	O=C(c1cccnc1)N1CCN(C(=O)c2cccs2)CC1
-7	-3.8	16	CC(C)Oc1ccc(N2CC(C(=O)Nc3ccccc3F)CC2=O)cc1 (configuration not stated)
4	0.0	5	N/C(=N\OC(=O)CCCc1ccccc1)c1ccccc1
-34	-0.7	-3	O=C(CN1C(=O)NC2(CCCC2)C1=O)Nc1cc(S(=O)(=O)N2CCCCC2)ccc1Cl
-25	-1.6	6	CC(C)(C)C(=O)Nc1ccc(C(=O)CN2C(=O)NC3(CCOc4ccccc43)C2=O)cc1 (configuration not stated)
-13	-1.7	1	Cc1cnc(C(=O)OCC(=O)N(C(C)C)C(C)C)cn1
-12	-0.1	17	Cn1c(SCC(=O)c2cc3ccccc3o2)nnc1-c1ccccc1
-10	-0.3	9	COc1ccc(CC(=O)NCC(=O)N/N=C(/C)c2ccco2)cc1
-34	-1.6	39	CCCCCCCn1c(NC(=O)CC)nc2ccccc21
-43	0.1	21	Cc1ccc(S(=O)(=O)NCC(c2ccccc2)N2CCCCC2)cc1 (configuration not stated)
-16	1.5	13	O=C(O)c1ccc(Nc2nc(-c3ccccc3)c3ccccc3n2)cc1
-24	-0.7	18	COc1ccc(-n2c(=S)[nH]c3cc(C(=O)NCc4ccco4)ccc3c2=O)cc1OC
-26	0.2	21	O=C1C2CCCN2C(c2ccccc2F)N1c1ccc(F)cc1 (configuration not stated)
-33	1.3	12	O=C(c1cccc2ccccc12)C1CCCN(C(=O)CCc2cnccn2)C1 (configuration not stated)
-6	0.3	9	O=C(O)CSc1nnc(-c2ccc(Cl)cc2Cl)n1Cc1ccccc1
-21	0.1	26	Cc1cccc(C(=O)NC2CCN(C(=O)N3CCOCC3)CC2)c1
-16	/	8	CCCCC[C@@H]1C=C(C(=O)O)[C@H](c2ccc(C)cc2)N1S(=O)(=O)c1ccc(C)cc1
-5	0.8	22	CC(C)CC1C(C#N)=C(N)Oc2n[nH]c(-c3ccccc3)c21 (configuration not stated)
-18	0.1	15	CCN(CC)c1ccc(CN2CCC(C(=O)NCc3ccc(C)cc3)CC2)cc1
-33	-0.7	12	CCOC(=O)c1ccccc1NC(=O)c1cc2sccc2n1C
-26	0.2	14	Cc1ccc(-c2nn(-c3cccc(F)c3)cc2CNCc2cccnc2)o1
-23	0.5	27	CCc1ccn2cc(-c3cc(-c4ccccc4)no3)nc2c1
-22	-0.6	5	Cc1cc(Cl)ccc1N(CC(=O)NCCSCc1ccco1)S(C)(=O)=O
-3	0.9	0	CC(=O)N1CCN(CC(=O)Nc2ccccc2C(=O)Nc2ccccc2)CC1
0	0.4	43	CCNc1nc(NCC)nc(SCCOC(=O)Nc2ccccc2)n1
-17	-0.9	0	C=CCN1C(=O)N(CC=C)c2cccc3cccc1c23

Compound profiles, as listed above. Order of screens: OX1R antag-1 | STK33 inh | OX1R antag-2
O=C1C2CCCN2C(c2ccccc2F)N1c1ccc(F)cc1 (configuration not stated) across the screens: -26 | 0.2 | 21
COc1cccc(CNC(=O)Cn2ccc3cc(S(=O)(=O)N4CCCCCC4)ccc32)c1OC across the screens: -22 | 0.6 | 11
CNC(=O)COC(=O)c1cc(=O)[nH]c2ccccc12 across the screens: -10 | 0.0 | 14
C=CCN1C(=O)N(CC=C)c2cccc3cccc1c23 across the screens: -17 | -0.9 | 0
CC(=NC1CC1)C1=C(O)c2ccccc2C1=O across the screens: -9 | 1.3 | 22

Further entries follow:
OX1R antag-1	STK33 inh	OX1R antag-2	SMILES
-13	-2.3	4	COC(=O)c1ccc(Oc2nc(N3CCCCC3)nc(N3CCOCC3)n2)cc1
-1	/	1	C[C@H](CO)N1C[C@H](C)[C@@H](CN(C)S(=O)(=O)c2cn(C)cn2)Oc2c(NS(=O)(=O)c3cn(C)cn3)cccc2C1=O
-11	-1.4	10	CC(=O)c1cccc(NC(=O)CSc2nnc(-c3cccnc3)o2)c1
0	-1.2	40	O=C(CCN1C(=O)c2ccccc2C1=O)N1CCN(C(=O)c2ccccc2)CC1
-27	0.2	10	COc1ccccc1NC(=O)CCS(=O)(=O)c1ccccc1
-11	0.7	22	Cc1c(CCOC(=O)c2cc([N+](=O)[O-])cc([N+](=O)[O-])c2)sc[n+]1CC(=O)c1ccc(Br)cc1
-32	-1.6	5	COc1ccc(-c2nc(S(=O)(=O)c3ccccc3)c(NCCCN3CCOCC3)o2)cc1
-13	1.0	27	Cn1cc(C(c2ccccc2OCC(=O)O)c2cn(C)c3ccccc23)c2ccccc21
-25	-1.0	22	CCn1c(SCC(=O)N(C(C)C)C(C)C)nnc1-c1cc2ccccc2cc1O
-16	1.0	0	O=C(CCc1nnc(-c2ccc3c(c2)OCO3)o1)NCCc1ccccc1F
-8	-0.9	20	CC(Cc1ccccc1)C(=O)Nc1ccccc1 (configuration not stated)
7	-0.3	4	O=C(Nc1nccs1)C(Br)C(Br)c1ccccc1 (configuration not stated)
-8	0.5	20	COc1ccc(C2CC(=O)C=C(O)C2)cc1 (configuration not stated)
-13	1.9	27	CCOC(=O)C1CCCN(C(=O)c2cccc(S(=O)(=O)N3CCOCC3)c2)C1 (configuration not stated)
-18	-0.3	24	Cc1nc2ccccc2c(=O)n1Nc1cccc(Cl)c1
-12	-0.9	11	COc1ccc(C(=O)Cn2c(NCCO)nc3ccccc32)cc1
4	-2.0	3	CC12CN3CCN(CC(C3)/C1=N/NC(=O)Nc1ccccc1)C2
-3	2.4	60*	C/C(COc1ccccc1)=N\NC(=O)c1nnn(-c2nonc2N)c1CSc1ccccc1
-20	-2.1	33	O=C(O)[C@]1(S(=O)(=O)c2ccccc2)C[C@@H]2ON=C(c3cccc(Br)c3)[C@@H]2C1
-9	-1.5	9	O=[N+]([O-])C(=C1Nc2ccccc2N1)C(Cl)=C(Cl)Cl
-9	1.0	21	O=C(OCC#CCSc1nc2ccccc2s1)c1ccco1
-3	1.3	19	COc1cccc(CC2(CO)CCCN(Cc3cc4ccccc4[nH]3)C2)c1 (configuration not stated)
-18	0.3	36	COc1ccc(NC(=S)N2CCc3ccccc32)cc1OC
4	4.0	1	CN(C)C1(CNC(=O)C2CCC(=O)N(Cc3ccc(Cl)cc3)C2)CCCCC1 (configuration not stated)
0	-2.1	53*	CC(=O)Nc1ccc(NC(=O)C(C)OC(=O)CCCOc2ccc(Cl)cc2C)cc1 (configuration not stated)
-38	-2.1	19	Cn1c(=O)c2c(nc(NCc3ccccc3)n2CC(=O)NCc2ccccc2)n(C)c1=O
-15	-3.0	8	COc1cc(C2NC(=O)NC(C)=C2C(C)=O)cc(OC)c1OC (configuration not stated)
-33	1.0	12	CCCSCCCNC(=O)c1ccc(NC(=O)C2=CSCCO2)cc1
-12	-1.3	26	O=C(Nc1cc(Cl)ccc1-n1cncn1)c1cn2ccccc2n1
-18	0.5	32	Cc1cc(OC(C)C(=O)Nc2cccnc2)ccc1Cl (configuration not stated)
-8	-0.1	-3	CC(C)CC(=O)Nc1nnc(-c2ccco2)s1
-14	-0.3	12	CCOC(=O)[C@H]1[C@H]2COc3cc(OC)ccc3[C@@H]2N2C(=O)c3c(C)cc(C)cc3NC(=O)[C@@]12C
-18	-0.2	9	Cc1ccc(C(=O)Cn2c(C(=O)/C=C/c3ccccc3)nc3ccccc32)cc1
-4	-1.8	53	COc1ccc(NC(=O)c2[nH]c(C)c(C(C)=O)c2C)cc1Cl
-6	1.9	16	COCCN(CC(=O)NCc1ccccc1)C(=O)CCC(=O)Nc1ccccn1
-22	-1.5	4	COc1cccc(C(=O)NC2CC3CCCC(C2)N3Cc2ccc(C)cc2)c1 (configuration not stated)
25	0.6	46	Cc1cc(O)c(S(=O)(=O)c2ccccc2)c(C)c1NS(=O)(=O)c1ccccc1
-19	-1.3	0	COc1ccc(C(=O)NCC(=O)OCC(=O)NC23CC4CC(CC(C4)C2)C3)cc1
-26	-0.5	8	Cc1cccc(N(C(=O)c2csnn2)C(C(=O)NC2CCCC2)c2ccncc2)c1 (configuration not stated)
-7	0.4	1	CCOC(=O)N1CCN(S(=O)(=O)c2ccc3c(c2)CCN3C(=O)C2CCC2)CC1
-5	-0.2	11	CC(Nc1n[nH]c(=S)[nH]c1=O)C(=O)OCc1ccccc1 (configuration not stated)
-43	-2.2	16	CC(C)NC(=S)NC(c1ccccc1)(c1ccccc1)c1ccccc1
-3	-1.0	7	O=C(O)Cc1cccc2ccccc12
-21	-1.3	18	COc1ccc(-c2nnn(CC(=O)N(CCO)C(C(=O)NC3CCCC3)c3ccc(F)cc3)n2)cc1 (configuration not stated)
-10	0.1	15	COC(=O)c1ccccc1NC(=O)c1nc2nc(C)cc(C)n2n1
-20	-1.5	9	COCCN1CC(=O)N2C(c3cccc(C)c3)c3[nH]c4ccccc4c3C[C@H]2C1=O (some centres not stated)
-17	0.2	-1	O=S(=O)(c1ccc(-c2cnc(C3CC3)o2)cc1)N1CCN(c2ccccc2)CC1
-11	-1.6	14	CC#CCN(Cc1ccco1)C(=O)c1ccc(OC2CCN(Cc3ccccn3)CC2)cc1
-7	1.0	18	Cc1occc1C(=O)n1nnc2ccccc21
-31	0.0	15	CCn1nc(NC(=O)c2cccnc2)c2cc3cccc(C)c3nc21

In the list so far, these have an NH in an aromatic ring.
OX1R antag-1	STK33 inh	OX1R antag-2	SMILES
-10	0.0	14	CNC(=O)COC(=O)c1cc(=O)[nH]c2ccccc12
-19	-1.7	29	CSc1ncc(Cl)c(C(=O)C(C#N)c2nc3c(C)cc(C)cc3c(=O)[nH]2)n1 (configuration not stated)
-24	-0.7	18	COc1ccc(-n2c(=S)[nH]c3cc(C(=O)NCc4ccco4)ccc3c2=O)cc1OC
-5	0.8	22	CC(C)CC1C(C#N)=C(N)Oc2n[nH]c(-c3ccccc3)c21 (configuration not stated)
-3	1.3	19	COc1cccc(CC2(CO)CCCN(Cc3cc4ccccc4[nH]3)C2)c1 (configuration not stated)
-4	-1.8	53	COc1ccc(NC(=O)c2[nH]c(C)c(C(C)=O)c2C)cc1Cl
-5	-0.2	11	CC(Nc1n[nH]c(=S)[nH]c1=O)C(=O)OCc1ccccc1 (configuration not stated)
-20	-1.5	9	COCCN1CC(=O)N2C(c3cccc(C)c3)c3[nH]c4ccccc4c3C[C@H]2C1=O (some centres not stated)
